From PubChem BioAssay
Giardia killer: kills Giardia lamblia; AID 540267; actives 0.15% (n = 340,000); Giardia lamblia trophozoite viability; activity change, % at 7.66 µM, hits read low; in the data active means activity change below about -80%; inconclusive means between about -30% and that limit;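 further: parasites exposed to compound for two days anaerobically before the ATP read; on the % scale 0 is the no-effect control and ±100 the full control effect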
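Luminescent ATP signal served as the viability read-out, measured 15-30 min after adding ATP detection reagent to trophozoites that had been incubated with compounds for 48 hrs at 37 deg C anaerobically at 100 cells/well.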
KCNH2 WT inh: inhibitors of human wildtype KCNH2 potassium channel; Q12809; U2OS, BacMam KCNH2, thallium flux FluxOr; stronger effect = lower value; activity change, % at 1.84 µM; actives 0.37% (n = 340,000); AID 720551;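 active means maximum activity change below -70%; inconclusive means maximum activity change between -70% and -50%; inactive means maximum activity change above -50%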; further: on the % scale 0 is the no-effect control and ±100 the full control effect
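U2OS cells were transduced with wild-type KCNH2 virus (2.03 x 10^8 / mL) for 4 h at room temperature, then cultured overnight at 37 C. Thallium flux was read with FluxOr dye. Rate constants were normalized to DMSO controls.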
MLL CXXC-DNA inh: inhibitors of human MLL CXXC domain-DNA interaction. Q03164. MLL-CXXC / FITC-HOXA9 DNA fluorescence polarization. Potency, µM (highest dose often 115 µM), for inactives: at the highest dose activity change, negative = inhibition, usual class: inhibitors. actives 0.037% (n = 290,000). AID 2662; active means well fitted inhibition curve with a large enough effect in the polarisation, with a control signal flat, not every such curve was filed as active; inconclusive means small, poorly fitted or top-dose-only effect, or effect the other way, or a change in a side signal; inactive means no such curve, though single readings can be large or run the other way; the % refers to the polarisation; further: potency means the concentration at half of the fitted maximal effect
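Steps: dispense CXXC domain solution (7 uM) → pin compounds or unlabeled HOX-A9 DNA control → 5 min ambient → add FLSN-HOX-A9 solution (50 nM) → spin → 30 min ambient → fluorescence polarization. Tris pH 7.5/NaCl/DTT/BSA buffer.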
Tb PFK inh: T. brucei PFK enzyme inhibition; AID 485367; T. brucei PFK, ADP-Glo luminescence; actives 0.17% (n = 330,000); Potency, µM (titrated, usually from 57.5 µM), for inactives: top-dose activity, negative = inhibition, hits mostly inhibitors;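 further: potency means the concentration at half of the fitted maximal effect; 0% = uninhibited 1x PFK enzyme wells and -100% = no-enzyme wells; nearly all actives have a fitted effect of over 60% in size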
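Luminescent ADP detection (ADP-Glo, two-step: ATP depletion then ADP-to-ATP conversion for luciferase) reported PFK activity after 45 min room-temperature reaction of 1.25 nM enzyme with 0.5 mM F6P and 0.1 mM ATP at pH 8.0.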
Chronic BCR inh: chronic active BCR signaling inhibition | actives 0.05% (n = 340,000) | ABC-DLBCL IkBa-CBG/CBR reporter, luminescence ratio, 4 h | Potency, µM (top dose mostly 46.1 µM), without a hit: top-dose ratio change, negative = lower green/red ratio, actives largely listed as inhibitors; active means well fitted inhibition curve with a large enough effect in the signal ratio, with a control signal flat, not every such curve was filed as active; inconclusive means small, poorly fitted or top-dose-only effect, or effect the other way, or a change in a side signal; the % refers to the signal ratio;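 further: potency means the concentration at half of the fitted maximal effect; plate controls were basal doxycycline-induced cells for no effect and cells given 10 µM MG132 for full effect; MG132 reads +100%, hits lower the ratio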
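Cell line TMD8 (human ABC DLBCL), stably expressing tet-inducible CBG68-IkBa fusion and CBR; IMDM/0.5% FBS; cpd up to 46 uM; dox induction, 4 h, 37C/5% CO2; dual luminescence; green/red ratio; MG132 control.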
A-T KAP1 phos: candidate therapy for ataxia-telangiectasia. […] A-T fibroblasts, KAP-1 phosphorylation AlphaLISA; neocarzinostatin DNA damage 30 min before lysis. Potency, µM (doses to about 57.5 µM), for the others: at the top dose activation, actives largely listed as activators. actives 0.19% (n = 320,000). AID 485349; further: potency means the concentration at half of the fitted maximal effect; % of control where 0% means no effect; nearly all actives have a fitted effect of over 45% in size
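hTERT-immortalized A-T patient fibroblasts ([…]), 500 cells/well in OPTI-MEM, 1% FBS, got compounds for 60 min, then NCS for 30 min at 37C. Lysates were then assayed for phospho-KAP-1 by AlphaLISA (anti-pKAP1 donor, anti-KAP1 acceptor beads), 6 hr at 25C.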
Coupling enz: counter-screen for Giardia aldolase inhibitors: coupling enzyme system; coupling enzyme system counterscreen, AmpLite Red fluorescence; activity change, negative = inhibition, % at 58.2 µM, hits read low; actives 0.67% (n = 290,000); AID 2472; in the data active means activity change below about -30%; further: on the % scale 0 is the no-effect control and ±100 the full control effect
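First, compound is pin-transferred into glyceraldehyde-3-phosphate coupling-enzyme reagent at 57.5 uM final and held 10 min at RT. Next, substrate, coupling system and AmpLite Red are added. After 20 min RT, fluorescence (525/598 nm) is read.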
GALK inhibitor: galactokinase (human) inhibition; Purified GALK, Kinase-Glo residual ATP luminescence; Potency, µM (doses to about 57.5 µM), without a hit: at the highest dose activity change, negative = inhibition, actives largely listed as inhibitors; actives 0.007% (n = 270,000); further: potency means the concentration at half of the fitted maximal effect; on the % scale 0 is the no-effect control and ±100 the full control effect
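Quantitative HTS: GALK 5 nM, ATP 35 uM, galactose 100 uM, 1 h room temperature, then luciferase-based ATP detection.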
TCR activator: activates T cell receptor signaling; AID 504894; primary human leukocytes, anti-CD3, IL-2 HTRF, 48 h; 330,000 tested, under 10 active; Potency, µM (highest dose often 9.22 µM), for the others: top-dose activation of IL-2 secretion, hits mostly activators; further: % of control where 0% means no effect
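Primary human leukocytes incubated 48 hr with anti-CD3 beads plus compound, without co-stimulation. Secreted IL-2 measured by HTRF (europium cryptate/d2 anti-IL-2 pair, 320 nm excitation, 665 nm emission).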
TSHR antag: blocks TSH signaling through the human TSH receptor. actives 0.2% (n = 330,000). P16473. activity change, negative = inhibition, % at 11.5 µM. TSHR-expressing cells, TSH-stimulated cAMP HTRF, 2 h; stronger effect = lower value;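 active means activity change below a set negative limit, meaning inhibition stronger than a set level, cut at about -70% in these data; inconclusive means activity change between two set negative limits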; further: on the % scale 0 is the no-effect control and ±100 the full control effect
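Freshly harvested TSHR cells receive pin-tooled compound, then EC80 TSH at 4nM final. After 2 hours at 37 deg C, antibody in lysis buffer and cAMP-d2 are added; 30 minutes at ambient temperature precede the HTRF read.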
Active calls of the source: *; ? = inconclusive; . = not tested or not shown; [ ] = another dose, or the depositor's remark. Unless noted, the call rests on the fitted dose curve; in most records, active means well fitted curve in the direction sought with a large enough effect; inconclusive means small, poorly fitted or top-dose-only effect, or another doubt; inactive means no such curve, though single readings can be large; an effect the other way counts as inactive or inconclusive. Hits appear at their usual frequency. About 1.6% of those tested had a hit in this group.

mol,Giardia killer,KCNH2 WT inh,MLL CXXC-DNA inh,Tb PFK inh,Chronic BCR inh,A-T KAP1 phos,Coupling enz,GALK inhibitor,TCR activator,TSHR antag
O=C(NN1C(=O)C2C3C=CC(O3)C2C1=O)c1cccc(O)c1 (configuration not stated),5.8,1.2,3.6%,23.3%,?,1.3%,1.6,0.5%,1.0%[46.1 µM],27.4
COc1cccc(-c2cccc(NC(=O)C3CCN(C4CCC4)CC3)c2)c1,10.0,49.3,-0.6%,2.6%,-0.1%,1.2%,0.9,-1.5%,-36.1%,-3.0
CCOc1ccc(C(=O)NC2CCN(S(=O)(=O)c3ccccc3)CC2)cc1,12.3,4.3,-3.6%,-17.5%,8.7%,-5.6%,1.5,0.0%,.,6.8
CCOC(=O)C1CCN(C(=O)Cn2c(=O)c3cccn3c3cccnc32)CC1,3.1,-20.0,11.5%,0.5%,9.3%,2.3%,-0.4,1.2%,-74.5%,-7.9
O=C1CSC(c2ccccn2)N1c1ccccc1F (configuration not stated),-2.2,-12.3,19.7%,-5.3%,4.7%,0.6%,2.0,-2.3%,1.6%,-3.3
O=C(CNC(=O)c1ccc(Br)o1)NCc1ccc(F)cc1,-22.1,7.2,4.0%,-1.1%,-4.9%,9.0%,.,5.9%,-4.5%,-16.4
COC(=O)Cc1[nH]c(=O)[nH]c1C(=O)OC,-18.0,-3.7,5.3%,-6.9%,8.8%,-4.4%,7.8,7.1%,-2.8%,7.3
O=C(CCN1CCCCCC1)Nc1cccc(F)c1,0.7,-2.9,2.6%,-3.4%,-0.1%,5.3%,0.9,1.9%,-4.4%,7.1
CCc1c(C)nc(N2CCN(c3ccc(F)cc3)CC2)[nH]c1=O,1.3,27.7,1.0%,0.4%,5.6%,6.7%,0.3,-4.4%,-1.5%,-11.8
O=C(CCNC(=O)c1ccc(Br)cc1)NCc1ccco1,-5.5,-1.9,.,4.1%,1.5%,0.8%,.,.,4.7%,6.1
O=C(O)CCCn1cc(NC(=O)COc2ccccc2[N+](=O)[O-])cn1,-10.4,-7.9,4.0%,4.9%,?,1.0%,-1.0,0.1%,0.1%,2.4
Cc1ccc(CNC(=O)CCCN2C(=S)NC(C)(C)CC2C)cc1 (configuration not stated),-10.4,1.9,12.9%,-2.4%,4.9%,-2.2%,1.8,10.2%,.,0.5
O=C(Nc1cccc(Cl)c1Cl)c1ccccc1OCC(=O)N1CCOCC1,-8.1,-4.5,-1.2%,16.7%,3.6%,1.2%,1.1,-5.8%,-4.3%,-8.3
CCOc1cc(-c2ccc3c(c2)OCO3)cc(=O)c2c(C)oc(C)c12,.,.,3.6%,2.0%,28.9%,0.2%,1.0,-1.5%,.,-0.9
CC1CC(=O)N(CC(=O)NCc2ccccc2)c2ccccc2S1(=O)=O (configuration not stated),12.4,-5.4,9.3%,-0.8%,-5.5%,-0.9%,0.0,0.4%,-3.5%,-2.8
CC1CCN(C(=O)COC(=O)c2ccc3c(c2)OCO3)CC1,-21.4,4.4,12.4%,-2.7%,1.9%,-0.9%,0.6,9.4%,-2.6%,2.1
O=C(Cc1ccc(Cl)c(Cl)c1)NNC(=S)NCC1CCCO1 (configuration not stated),-6.5,-9.3,13.7%,?,-5.3%,7.8%,.,-2.9%,-5.5%,10.7
CCCCOc1ccc(C(=O)NCCc2cccs2)cc1,.,.,-2.9%,-2.8%,?,14.0%,-0.8,7.5%,.,-36.0
O=C(O)[C@H](Cc1ccccc1)NC(=O)N1CCN(c2ccccc2)CC1,-4.6,-2.6,-10.3%,2.1%,6.3%,-8.8%,-0.1,-0.9%,-0.9%,-10.5
CCOC(=O)c1sc(Nc2nc(C)cc(OC)n2)nc1C,-1.5,0.2,-2.9%,3.0%,?,1.4%[11.5 µM],-1.0,-1.1%,2.6%,1.7
Cc1[nH]c2ccccc2c1SCC(=O)N1CCN(c2ccccc2)CC1,7.7,4.5,1.6%,-0.8%,-3.1%,11.7%,4.8,-4.6%,-0.7%,1.0
Cn1cc(S(=O)(=O)N2CCC(Cc3ccccc3)CC2)c(=O)n(C)c1=O,2.2,4.0,-7.3%,2.4%,4.0%,7.8%,7.2,1.6%,-2.3%,-13.1
O=C(COC(=O)c1ccc2ccccc2n1)NCc1ccccc1,-4.1,-7.0,?,3.3%,-1.5%,20.5%,1.7,12.5%,-5.2%,41.9
O=C(CSc1nnc(CNC(=O)c2ccccc2)o1)NCc1ccccc1Cl,10.4,-4.4,9.1%,-5.6%,-1.1%,5.7%,.,-1.1%,-3.8%,-1.0
O=C(Nc1ccc2nc(-c3cccs3)[nH]c2c1)c1cccs1,-6.2,-6.2,18.5%,-3.0%,?,5.0%,-3.6,0.6%,-4.5%,-2.5
CC/C(=N\NC(=O)c1ccncc1)C12CC3CC(CC(C3)C1)C2,8.6,-7.0,-1.1%,-1.8%,?,1.9%,5.3,-2.7%,-1.7%,3.2
COc1ccc(C(=O)n2ncc(C#N)c2N)cc1,-3.8,16.3,?,3.3%,1.1%,-4.9%,0.9,-2.5%,3.3%,7.9
CCO[C@@H]1OC(C(=O)NCc2nc3ccccc3[nH]2)=C[C@H](c2ccccc2)[C@H]1CCCO,-6.0,-4.7,-17.9%,0.7%,-24.7%,3.6%,-4.3,2.7%,-8.5%,14.0
CC(=O)OC(C(=O)N1CCOCC1)c1c(F)cccc1F (configuration not stated),-21.5,-7.1,-5.1%,7.7%,8.1%,1.7%,2.8,-2.1%,12.4%,16.9
CCC(=O)N(Cc1cc2ccc(C)cc2[nH]c1=O)c1ccccc1OC,19.6,-1.2,-2.6%,0.5%,?,0.0%,5.2,1.2%,3.7%,3.4

Further structures follow:
mol,Giardia killer,KCNH2 WT inh,MLL CXXC-DNA inh,Tb PFK inh,Chronic BCR inh,A-T KAP1 phos,Coupling enz,GALK inhibitor,TCR activator,TSHR antag
O=C(Nc1ccccc1F)Nc1cc(S(=O)(=O)N2CCOCC2)ccc1N1CCCC1,-8.3,5.4,4.1%,-0.2%,-6.8%,3.8%,0.3,0.6%,.,-11.3
COc1ccc(CNc2ncc(-c3ccccc3)n2C)c2ccccc12,-14.9,1.0,?,2.2%,?,-8.9%,2.0,-0.8%,-3.8%,3.3
Cc1cccc2cc(CN(Cc3cccs3)S(=O)(=O)c3ccc4c(c3)OCCO4)c(=O)[nH]c12,-6.9,0.2,8.7%,-2.1%,5.1%,-3.9%,10.2,0.8%,2.1%[46.1 µM],5.9
Cc1ccc2cc(C)c(SCC(=O)NCC3CCCO3)nc2c1 (configuration not stated),3.4,6.3,5.9%,3.2%,6.0%,1.8%,4.9,-2.4%,-6.3%,-2.2
CCC1SC2=NC(C)=C(C(=O)OCC(C)C)C(/C=C/c3ccccc3OC)N2C1=O (configuration not stated),20.4,-4.5,-1.2%,-6.0%,1.4%,.,1.6,-0.6%,-0.7%,-3.0
CCC(C)N(C(=O)CSc1nnc(NC(C)C)s1)C1CCS(=O)(=O)C1 (configuration not stated),-4.4,-7.0,.,-3.7%,2.7%,-13.1%,.,.,-3.3%,10.8
COC(=O)c1ccccc1NC(=O)CSc1nc2c(c(=O)[nH]1)CCC2,23.3,4.1,-0.6%,0.8%,-8.5%,2.6%,6.6,4.3%,-0.5%,-12.9
O=C(COC(=O)c1ccc(Br)o1)NC12CC3CC(CC(C3)C1)C2,-2.5,2.9,.,0.1%,-0.1%,-2.6%,.,.,7.5%,7.7
CC(C)c1ccccc1NC(=O)COC(=O)CCN1C(=O)/C(=C\C=C\c2ccccc2)SC1=S,3.8,1.8,6.8%,-5.8%,?,-9.8%,-1.1,4.3%,0.4%[46.1 µM],-5.9
CCOc1ccc2[nH]c(=O)c(CN(CCCO)C(C)=O)cc2c1,-23.6,-4.4,-2.1%,3.4%,1.5%,3.1%,1.4,1.3%,-1.9%,7.9
O=C(c1ccco1)N1CCN(C(=O)c2ccc(CS(=O)c3ccc(F)cc3)o2)CC1 (configuration not stated),54.0[activator],9.6,0.4%,-12.0%,0.2%,15.3%,1.6,15.0%,-1.1%,18.3
COc1ccc2c(c1)C(=O)C(=O)N2CCS(=O)(=O)c1ccccc1,-24.5,-7.3,28.7%,-3.5%,?,-4.4%,.,-1.0%,-6.0%,35.7
COCCNC(=S)N1C2CCC1CC(NC(=O)NC13CC4CC(CC(C4)C1)C3)C2 (configuration not stated),3.8,-11.2,-6.7%,0.5%,1.1%,0.8%,-1.2,-2.4%,0.6%,-0.6
O=C(COc1ccccc1)N(CCc1ccccc1)c1nc(-c2ccc(F)cc2)cs1,-29.4,5.7,-4.0%,2.4%,?,2.5%,1.9,2.7%,0.3%,2.6
